G9a block: blocks human histone lysine methyltransferase G9a; Q96KQ7; G9a H3K9 monomethylation, AlphaScreen, 2 h; Potency, µM (titrated, usually from 102 µM), inactives show at the highest dose activity, negative = inhibition, actives largely listed as inhibitors; actives 8.8% (n = 350,000); AID 504332; also: % is scaled to controls: 0 for no effect and ±100 for the full control effect; nearly all actives have a fitted effect of over 75% in size
Target sequence (Q96KQ7 913-1193 limits assumed): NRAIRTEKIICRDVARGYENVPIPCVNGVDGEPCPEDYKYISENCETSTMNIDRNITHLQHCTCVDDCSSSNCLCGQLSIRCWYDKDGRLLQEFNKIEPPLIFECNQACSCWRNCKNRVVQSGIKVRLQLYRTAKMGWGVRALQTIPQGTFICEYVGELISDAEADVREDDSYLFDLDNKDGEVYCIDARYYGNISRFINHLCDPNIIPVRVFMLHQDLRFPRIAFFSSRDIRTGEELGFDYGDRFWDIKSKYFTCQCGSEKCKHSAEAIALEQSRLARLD
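AlphaScreen read-out: biotin-H3K9 peptide (500 nM) methylation by 20 nM enzyme with 20 uM SAM, 2 h at room temperature after 15 min compound preincubation; anti-monomethyl H3K9 antibody plus donor/acceptor beads, 10 min dark.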
JMJD2A Tudor: JMJD2A Tudor domain (human) inhibition. Potency, µM (highest dose often 114 µM), inactives show top-dose activity change, negative = inhibition, most hits filed as inhibitors. actives 4.4% (n = 390,000). AlphaScreen JMJD2A-Tudor / H3K4me3 peptide binding. O75164; also: % is scaled to controls: 0 for no effect and ±100 for the full control effect; nearly all actives have a fitted effect of over 50% in size
Pol kappa inh: inhibitors of human DNA polymerase kappa; Q9UBT6; purified Pol kappa, fluorescent DNA synthesis assay, 10 min; Potency, µM (top dose mostly 107 µM), for inactives: at the highest dose activity, negative = inhibition, hits mostly inhibitors; actives 0.53% (n = 400,000); also: % is scaled to controls: 0 for no effect and ±100 for the full control effect
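10 nM Pol kappa preincubated 15 min at room temperature with compounds, then reaction started with substrate at 50 nM final. Fluorescence read kinetically at 0 and 10 min; buffer-only wells served as negative control.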
POLH inh: blocks human DNA polymerase eta activity; Potency, µM (titrated, usually from 114 µM), for inactives: at the top dose activity change, negative = inhibition, most hits filed as inhibitors; actives 1.2% (n = 390,000); AID 588591; recombinant Pol eta, fluorescent DNA replication assay; also: % is scaled to controls: 0 for no effect and ±100 for the full control effect
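Pol eta (10 nM) was preincubated with compounds for 15 min at room temperature, after which fluorescent replication substrate (50 nM final) was added to start the reaction. Fluorescence was read kinetically at 0 and 10 min.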
Pol beta inh: inhibitors of human DNA polymerase beta; P06746; Pol beta primer extension/strand displacement, fluorescence kinetic; Potency, µM (series often up to 114 µM), for the others: top-dose activity change, negative = inhibition, most hits filed as inhibitors; actives 1.3% (n = 340,000); AID 485314; also: % is scaled to controls: 0 for no effect and ±100 for the full control effect
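Human Pol beta at 10 nM; strand-displacement substrate 50 nM final. Compound exposure 15 min at room temperature before start, reaction 10 min at room temperature.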
APE1 inh: APE1 (human) endonuclease inhibition. P27695. recombinant APE1, TAMRA/BHQ-2 abasic DNA cleavage fluorescence. Potency, µM (series often up to 65.8 µM), for inactives: top-dose activity change, negative = inhibition, most hits filed as inhibitors. actives 0.35% (n = 350,000). AID 2517;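 also: plate controls were vehicle for no effect and reference inhibitor for full effect; nearly all actives have a fitted effect of over 55% in size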
Target sequence (P27695 whole entry, looked up): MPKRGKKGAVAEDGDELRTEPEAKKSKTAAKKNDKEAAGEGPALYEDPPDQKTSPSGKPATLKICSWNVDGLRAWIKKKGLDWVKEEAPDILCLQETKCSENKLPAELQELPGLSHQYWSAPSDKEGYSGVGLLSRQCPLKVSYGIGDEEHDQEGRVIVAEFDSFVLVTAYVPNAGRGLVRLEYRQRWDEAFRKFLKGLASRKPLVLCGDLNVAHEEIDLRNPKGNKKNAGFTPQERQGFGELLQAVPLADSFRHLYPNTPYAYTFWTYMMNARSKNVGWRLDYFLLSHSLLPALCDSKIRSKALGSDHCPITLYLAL
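Quantitative HTS: incision of a TAMRA/BHQ-2 double-stranded substrate bearing a tetrahydrofuran abasic site by 0.75 nM APE1 raises fluorescence. Substrate 50 nM final, added after 15 min compound preincubation at room temperature; progress as third-minus-first kinetic read difference.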
BAZ2B block: blocks human BAZ2B. actives 4.4% (n = 360,000). Q9UIF8. Potency, µM (doses to about 114 µM), without a hit: at the highest dose activity change, negative = inhibition, most hits filed as inhibitors. AlphaScreen BAZ2B-H3K14Ac peptide displacement; also: % is scaled to controls: 0 for no effect and ±100 for the full control effect; nearly all actives have a fitted effect of over 60% in size
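Protein-peptide AlphaScreen: BAZ2B 50 nM, b-H3K14Ac 50 nM, 1x PBS pH 7.4 + 0.01% Tween-20. Preincubation 30 min RT; cpd 30 min RT (top 110 uM); beads 20 min RT, light-protected.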
BLM inh: blocks DNA unwinding by human BLM helicase. actives 0.2% (n = 350,000). P54132. Potency, µM (titrated, usually from 56.1 µM), for inactives: top-dose activity change, negative = inhibition, actives largely listed as inhibitors. recombinant BLM DNA unwinding, fluorescence dequenching. AID 2528;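 also: plate controls were vehicle for no effect and no enzyme for full effect; nearly all actives have a fitted effect of over 35% in size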
POLI inh: blocks human DNA polymerase iota activity; Q9UNA4; Pol iota fluorescent replication assay, 10 min; Potency, µM (series often up to 115 µM), for the others: at the top dose activity, negative = inhibition, usual class: inhibitors; actives 1% (n = 390,000); AID 588590
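Pol iota at 10 nM preincubated 15 min with compounds at room temperature; reaction started with fluorescent substrate, 50 nM final. Fluorescence read kinetically at 0 and 10 min; buffer-only wells as negative control.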
Starred values were filed as active, the others as inactive; ? = inconclusive; / = no result given; [ ] = another dose, or the depositor's remark. Calls follow the shape of the dose curve; as a rule, active = well fitted curve in the direction sought with a large enough effect; inconclusive = small, poorly fitted or top-dose-only effect, or another doubt; inactive = no such curve, though single readings can be large; an effect the other way counts as inactive or inconclusive. Potency is read from the fitted curve at half-maximal effect. Some of the compounds tested; count on the stated rates, not on these rows.

canonical_smiles	G9a block	JMJD2A Tudor	Pol kappa inh	POLH inh	Pol beta inh	APE1 inh	BAZ2B block	BLM inh	POLI inh
CCN(CC)C(=O)c1cc(-c2ccccc2OC)on1	14%[12.7 µM]	-6%	-5%	-13%	50%	2%	5%	-2%	24%
Cn1c(=O)n(C)c2cc(NS(=O)(=O)c3ccc(C(C)(C)C)cc3)c(NCc3ccccc3)cc21	14µM*	22µM*	-18%	?	-1%	/	40µM*	-11%	26%
O=S(=O)(c1ccc(S(=O)(=O)N2CCN(Cc3ccccc3)CC2)cc1)N1CCOCC1	-28%	/	/	/	59%	-5%	3%	-2%	/
COc1ccccc1-c1ccc(=O)n(CC(=O)NCc2ccco2)n1	9%	-6%	-5%	1%	8%	-3%	0%	-3%	31%[activator]
CCOC(=O)c1ccc(S(=O)(=O)N2CCC(C(=O)OCC)CC2)cc1	-7%[2.33 µM]	-10%	-15%	2%	15%	-4%	-5%	3%	-4%
Cc1cc(C)c(C#N)c(N2CCOCC2)n1	-6%[59 µM]	-31%	-17%	3%	-15%	1%	1%	0%	14%
CCN(CC)C(=O)Cn1cnc2sc(C(=O)NCCCN3CCOCC3)c(C)c2c1=O	-7%	-13%	5%	-11%	28%	40%	3%	-3%	-1%
CC1(C)CC(=O)C(C=NCCN2CCN(C(=S)Nc3ccccc3)CC2)=C(O)C1	-11%[0.501 µM]	-9%	8%	-6%	27%	13%	-14%	-3%	9%
Cc1ccccc1NC(=O)CN1C(=O)S/C(=C\c2ccc(-c3cccc(C(=O)O)c3C)o2)C1=O	20µM*	-16%[11.4 µM]	?	?	35µM*	0%	-36%	-1%	?
CCc1ccc(N(C(=O)c2csnn2)C(C(=O)NC2CCCCC2)c2ccncc2)cc1 (stereo not given)	-3%	-12%	-6%	-17%	3%	38%	-16%	-3%	43%[activator]
CCOC(=O)c1cc(NCc2cccs2)ccc1N1CCOCC1	?	-27%	0%	-17%	12%	3%	-25%	2%	1%
Nc1ccc(S(=O)(=O)c2ccc(NC(=O)c3cccnc3)cc2)cc1	/	-12%	-14%	-3%	/	/	/	/	3%
COc1ccc(Cl)cc1NC(=O)CN1CCN(S(=O)(=O)N2CCC(C)CC2)CC1	33%[59 µM]	-1%	-12%	1%	8%	-4%[12.4 µM]	7%	-6%	29%
COc1ccc(N2C(=O)C3CC=C(Cl)CC3C2=O)cc1 (stereo not given)	-31%[12.7 µM]	-9%	-9%	-8%	0%	-8%	-4%	2%	?
C=CCn1c(SCC(=O)Nc2cc3oc4ccccc4c3cc2OC)nnc1-c1cnccn1	?	-22%	-9%	-20%	-2%	-4%	-5%	-7%	-7%
Cc1nc2cc(Cl)ccc2c(=O)n1Cc1ccncc1	20%	-15%	-15%	-11%	-23%	15%	3%	1%	-25%
CCOc1ccc(-c2nnc(SCC(=O)NC(C)CC)nc2-c2ccc(OCC)c(OC)c2)cc1OC (stereo not given)	-42%[59 µM]	-18%	1%[60.1 µM]	-17%	-2%	/	-17%	-5%	20%
CCn1cc([N+](=O)[O-])c(C(=O)N2CCOCC2)n1	1%[59 µM]	-12%	-11%	-6%	79%	4%	4%	2%	-2%
CCn1nc(C)c(C(=O)Nc2cc(Oc3cc(C)cc(C)c3)cc([N+](=O)[O-])c2)c1C	?	?	-22%	-22%	5%	-7%	-36%	-14%	14%
CS(=O)(=O)N1N=C(c2cccs2)CC1c1ccc(Cl)o1 (stereo not given)	?	-21%	-4%	-21%	-1%	27%	1%	-13%	15%
CCN(CC)S(=O)(=O)c1ccc(C(=O)Nc2nc3ccc(Cl)cc3s2)cc1	8%[59 µM]	-5%	-1%[60.1 µM]	-18%	4%	/	-2%	0%	-1%
CCNc1nc(NCC)nc(SCCOC(=O)COc2ccc(Cl)cc2Cl)n1	-3%	1%	-20%	-10%	7%	-8%	10%	-9%	-3%
Cc1ccccc1OCC(=O)OC(C)C(=O)NC1CCCC1 (stereo not given)	-13%[12.7 µM]	-12%	6%	-18%	/	9%	1%	/	16%
CC1=NN(C(=O)c2ccc(Cn3nc(C)cc3C)o2)C(O)(C(F)(F)F)C1 (stereo not given)	16%[59 µM]	-9%	2%	-8%	-10%	0%	7%	-4%	24%
CC(=O)N/N=C(\C)CC(=O)Nc1cccc2c1CCCC2	-6%[12.7 µM]	-12%[11.4 µM]	-11%	-25%	1%	8%	-8%	-2%	52%[activator]
O=C(CN1CCN(C(=O)c2ccccc2Cl)CC1)Nc1cccc(S(=O)(=O)N2CCCC2)c1	/	-5%	-1%	-20%	/	/	/	/	34%
COc1ccc(NC(=O)N(C2CCCCC2)C(C)c2ccco2)c(OC)c1 (stereo not given)	45µM*	?	-6%	-8%	4%	-3%	?	-3%	18%
CC1c2ccccc2N(NC(=O)Cc2ccccc2)C1C (stereo not given)	47%[59 µM]	1%	-1%	-11%	-30%	1%	30%	-12%	173%[activator]
Cc1cccc(C)c1NC(=O)CN1CCN(C(=O)C2CCC2)CC1	?	-6%	9%	-4%	/	-5%	13%	/	13%
COc1cccc(Nc2nc(-c3cccs3)nc3ccccc23)c1	74%[activator][59 µM]	37%[activator]	-14%	-23%	9%	-7%	15%	-9%	-9%

Compound profiles, from the list above. Values in the order: G9a block, JMJD2A Tudor, Pol kappa inh, POLH inh, Pol beta inh, APE1 inh, BAZ2B block, BLM inh, POLI inh
`C=CCn1c(SCC(=O)Nc2cc3oc4ccccc4c3cc2OC)nnc1-c1cnccn1` across the screens: ?, -22%, -9%, -20%, -2%, -4%, -5%, -7%, -7%
`CCOC(=O)c1ccc(S(=O)(=O)N2CCC(C(=O)OCC)CC2)cc1` across the screens: -7%[2.33 µM], -10%, -15%, 2%, 15%, -4%, -5%, 3%, -4%

Additional entries follow:
canonical_smiles	G9a block	JMJD2A Tudor	Pol kappa inh	POLH inh	Pol beta inh	APE1 inh	BAZ2B block	BLM inh	POLI inh
CCOC(=O)N1CCN(C(c2ccc(Cl)cc2)c2sc3nc(C)nn3c2O)CC1 (stereo not given)	11%[59 µM]	-16%	2%	2%	-2%	?	18%	-6%	-9%
COc1cccc(C2=CC(c3ccc(OC)c(OC)c3OC)n3ncnc3N2)c1 (stereo not given)	?	-33%	-23%[60.1 µM]	-5%	-25%	/	50µM*	1%	-4%
Cc1ccccc1CSc1cn(CC(=O)N2CCCCC2)c2ccccc12	9%[59 µM]	4%	-12%	-27%	-3%	/	-14%	-5%	18%
CN1CCN(C(=S)c2ccc(-c3cccc(Cl)c3Cl)o2)CC1	40µM*	28µM*	-3%	-24%	4%	-1%	?	0%	-15%
O=C(C[C@@H]1C/C=C\C[C@@H](Cc2ccc(F)cc2)C(=O)OCCNC1=O)N[C@H](CO)Cc1ccccc1	/	-11%	12%	-13%	/	1%	/	/	22%
Cc1cccc(NC(=O)Cc2c(F)cccc2Cl)n1	/	-1%	0%	-4%	9%	6%	10%	1%	42%[activator]
COCCCn1c(=N)c(C(=O)NCc2ccc3c(c2)OCO3)cc2c(=O)n3ccccc3nc21	-32%	-23%	-10%	?	?	-3%	-23%	26%	-11%
Cc1c(C(=O)O)c2cc(O)ccc2n1-c1ccccc1	-4%[12.7 µM]	-12%	-6%	-9%	-1%	-1%	-32%	0%	11%
CC(C)C(=O)N1CCN(c2ccccc2NC(=S)NC(=O)/C=C/c2ccco2)CC1	/	-34%	?	?	/	6%	/	/	?
N/C(=N\OC(=O)c1cc(Cl)ccc1Cl)c1ccncc1	-51%	-11%	0%	-17%	?	-3%	-1%	-24%	68%[activator]
CN1CCN(NC(=O)CN2C(=O)/C(=C/c3c(Cl)cccc3Cl)SC2=S)CC1	56µM*	?	-11%	-6%	36%	1%	?	-4%	-17%
COc1cccc(OC)c1C(=O)NCCOc1cc(C)cc(C)c1	-15%	-14%	-4%	-15%	-19%	-7%	14%	-4%	104%[activator]
Cc1ccc(-n2ncc3c(Nc4c(C)n(C)n(-c5ccccc5)c4=O)ncnc32)c(C)c1	?	-3%	-1%	-2%	11%	-9%	-29%	0%	32%[activator]
CN(C1CCCCC1)S(=O)(=O)c1ccc2c(c1)c(=O)c(C(=O)N1CCN(c3ccccc3)CC1)cn2C	5%[59 µM]	2%	-4%	-24%	0%	/	/	-2%	1%
O=C(NC1CCCCC1)c1cc(S(=O)(=O)N2CCN(c3ccccc3)CC2)ccc1Cl	/	-6%	-9%	-13%	/	15%	/	/	7%
COc1c2c(cc3c1C(CC(O)Cc1ccccc1)N(C)CC3)OCO2 (stereo not given)	?	-33%	-14%	0%	3%	13%	?	-2%	104%[activator]
CCN(CC)c1nc2c(s1)C(=O)CC(C)(C)C2	7%	-7%	2%	-3%	2%	-2%	3%	-2%	-3%
Cc1ccc(S(=O)(=O)N2CCC(=O)N(CCOCc3cccc(Cl)c3)CC2)cc1	-16%	-10%	-12%	-11%	-28%	-5%	4%	0%	6%
COc1ccc(S(=O)(=O)NCC(c2cccs2)S(=O)(=O)c2ccccc2)cc1OC (stereo not given)	8%[59 µM]	-3%	0%[60.1 µM]	-8%	3%	/	0%	1%	10%
COCC(=O)Nc1nnc(-c2cccs2)s1	45µM*	-8%	-23%	2%	19%	-1%	4%	2%	4%
O=C(NCc1ccccn1)C1CCC(=O)N1C1CCCC1 (stereo not given)	/	79µM*	-17%	1%	/	/	/	/	-28%
COC(=O)C(Cc1ccc(O)cc1)NC(=O)NC12CC3CC(CC(C3)C1)C2 (stereo not given)	18%	-10%	-6%	-19%	33%	31%	-28%	-6%	-11%
Fc1ccc(NCc2cn3ccccc3n2)cc1	-37%[59 µM]	-34%	-4%	-8%	10%	9%	50µM*	-2%	6%
O=C(COc1ccc2oc3c(c2c1)CCCC3)Nc1ccccn1	2%	4%	-9%	-17%	-17%	1%	13%	-9%	-1%
